# Tb PGK inh: T. brucei PGK inhibition; P07378; Potency, µM (highest dose often 57.5 µM), for the others: at the top dose activity change, negative = inhibition, usual class: inhibitors; PGK/GAPDH coupled, Kinase-Glo luminescence, 60 min; AID 602233; hit rate 0.043% among 380,000; note: potency is the fitted concentration of half-maximal effect; % is set by controls: 0 for no effect and ±100 for the full control effect; nearly all actives have a fitted effect of over 60% in size
# Target sequence (P07378 whole entry, looked up): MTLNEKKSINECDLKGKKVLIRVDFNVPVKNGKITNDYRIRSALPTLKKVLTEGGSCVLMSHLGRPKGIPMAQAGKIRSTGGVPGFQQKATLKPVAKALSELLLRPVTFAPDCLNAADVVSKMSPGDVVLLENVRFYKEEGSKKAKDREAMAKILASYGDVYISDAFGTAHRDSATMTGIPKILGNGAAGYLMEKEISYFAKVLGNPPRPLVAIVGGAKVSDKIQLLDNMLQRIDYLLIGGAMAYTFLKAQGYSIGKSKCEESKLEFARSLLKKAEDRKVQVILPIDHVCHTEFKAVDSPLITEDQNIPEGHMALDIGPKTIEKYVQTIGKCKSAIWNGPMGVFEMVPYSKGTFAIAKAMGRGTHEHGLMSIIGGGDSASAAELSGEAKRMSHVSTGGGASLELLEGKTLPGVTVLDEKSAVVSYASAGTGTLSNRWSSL
#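 Recombinant glycosomal PGK reaction used 1,3-bisphosphoglycerate generated in-well by GAPDH (100nM final) in 100mM TEA pH 7.6, 5mM MgCl2, 0.01% Tween-20. After 60 minutes at room temperature, ATP was read by Kinase-Glo Plus luminescence end-point.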
# IDH1 R132H inh: inhibitors of human mutant IDH1 R132H | O75874 | IDH1-R132H enzyme, NADPH consumption, diaphorase/resazurin fluorescence | Potency, µM (series often up to 76.6 µM), without a hit: at the top dose activity change, negative = inhibition, hits mostly inhibitors | hit rate 0.093% among 390,000 | AID 602179; note: potency is the fitted concentration of half-maximal effect; % is set by controls: 0 for no effect and ±100 for the full control effect; nearly all actives have a fitted effect of over 65% in size
# Target sequence (O75874 whole entry R132H, stated change not applied): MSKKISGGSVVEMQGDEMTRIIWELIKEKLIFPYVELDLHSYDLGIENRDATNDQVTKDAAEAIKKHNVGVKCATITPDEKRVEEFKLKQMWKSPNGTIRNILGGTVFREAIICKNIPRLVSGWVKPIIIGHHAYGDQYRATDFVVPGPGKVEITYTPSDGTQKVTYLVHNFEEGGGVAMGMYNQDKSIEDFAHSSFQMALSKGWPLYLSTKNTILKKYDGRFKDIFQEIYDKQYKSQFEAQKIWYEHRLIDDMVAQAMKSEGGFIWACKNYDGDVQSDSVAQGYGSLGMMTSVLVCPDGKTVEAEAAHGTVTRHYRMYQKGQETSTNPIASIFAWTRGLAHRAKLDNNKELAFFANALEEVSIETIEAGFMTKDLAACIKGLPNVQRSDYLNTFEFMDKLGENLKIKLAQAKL
#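 IDH1-R132H (0.5 ug/mL dispensed) in pH 7.5 Tris buffer was preincubated 30 min with compound, then given a substrate mix of 0.016 mM NADPH and 2 mM alpha-KG for 80 min at room temperature; remaining NADPH was read by diaphorase/resazurin fluorescence.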
# PI4K2A inh: PI4K2A (human) kinase inhibition; hit rate 0.13% among 420,000; AID 1346378; purified PI4K2A, ADP-Glo luminescence, 1 h; stronger effect = lower value; activity change, negative = inhibition, % at 76.9 µM; in the data active = activity change below about -50%; inconclusive = mostly about -30% to -49%;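 note: -100% = wells without enzyme as full effect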
#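 Compounds are screened against recombinant PI4K2A using PI as substrate and ATP, the latter dispensed at 300 microM. Reactions run one hour at ambient temperature before ADP-Glo detection; full inhibition defined by wells lacking enzyme.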
# GLS inhibitor: glutaminase GLS (human) inhibition | Potency, µM (titrated, usually from 45.5 µM), for inactives: at the top dose activity change, negative = inhibition, most hits filed as inhibitors | GLS enzymatic activity, qHTS titration | O94925 | hit rate 0.21% among 410,000; note: potency is the fitted concentration of half-maximal effect; % is set by controls: 0 for no effect and ±100 for the full control effect
#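 Glutamate formation by hKGA was monitored fluorometrically using coupled glutamate oxidase, HRP and Amplex Red. Substrate was added as 1 mM L-glutamine solution; incubation was 30 min at RT after an initial read.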
# Pin1 inhibitor: human Pin1 inhibition | hit rate 0.009% among 390,000 | Potency, µM (titrated, usually from 115 µM), for the others: top-dose activity, negative = inhibition, hits mostly inhibitors | Q13526 | AID 504891 | Pin1 FP peptide displacement, HiFluor488, 10 min; active = well fitted inhibition curve with a large enough effect in the polarisation, with a control signal flat, not every such curve was filed as active; inconclusive = small, poorly fitted or top-dose-only effect, or effect the other way, or a change in a side signal; inactive = no such curve, though single readings can be large or run the other way; the % refers to the polarisation; note: potency is the fitted concentration of half-maximal effect; % is set by controls: 0 for no effect and ±100 for the full control effect
# Target sequence (Q13526 whole entry, looked up): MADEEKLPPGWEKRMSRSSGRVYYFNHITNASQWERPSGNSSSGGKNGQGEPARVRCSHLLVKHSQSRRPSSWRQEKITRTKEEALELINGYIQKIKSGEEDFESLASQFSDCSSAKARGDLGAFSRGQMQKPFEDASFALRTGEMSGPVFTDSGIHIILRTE
# TrxR1 substrate: rat thioredoxin reductase 1 substrate activity. AID 588456. O89049. hit rate 0.01% among 390,000. Potency, µM (top dose mostly 114 µM), without a hit: at the highest dose activity change, negative = substrate turnover. purified TrxR1 substrate turnover, NADPH consumption readout; note: potency is the fitted concentration of half-maximal effect; % is set by controls: 0 for no effect and ±100 for the full control effect; nearly all actives have a fitted effect of over 50% in size
#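 Rat TrxR1, dispensed at 90 nM, was prereduced with 400 uM NADPH (final) for 5 min at ~22 deg C, then incubated with compound 15 min before 400 uM selenite. A first-read NADPH fluorescence drop versus no-compound background flagged substrates.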
# TrxR1 inh: rat TrxR1 inhibition. O89049. recombinant rTrxR1, NADPH fluorescence consumption, selenite substrate. Potency, µM (top dose mostly 114 µM), inactives show top-dose activity change, negative = inhibition, actives largely listed as inhibitors. hit rate 1% among 390,000; note: potency is the fitted concentration of half-maximal effect; % is set by controls: 0 for no effect and ±100 for the full control effect; nearly all actives have a fitted effect of over 65% in size
#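 Rat TrxR1 (90 nM in the dispensed reagent) was pre-reduced with 400 uM NADPH for 5 min at room temperature, then incubated with compound for 15 min. After 400 uM selenite was added, NADPH fluorescence (Ex 340/Em 450 nm) was followed for 8 min.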
# HP1b chromo inh: HP1-beta chromodomain-methylated histone interaction inhibition | AID 540317 | AlphaScreen HP1-beta / biotin-H3K9me3 peptide binding | Potency, µM (top dose mostly 114 µM), inactives show at the highest dose activity change, negative = inhibition, hits mostly inhibitors | P83916 | hit rate 0.56% among 390,000; note: potency is the fitted concentration of half-maximal effect; nearly all actives have a fitted effect of over 70% in size; inactives centre near 23
#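 HP1-beta protein (50 nM final) preincubated 30 min at room temperature with biotinylated H3(1-18)K9me3 peptide (50 nM) in PBS pH 7.4, 0.01% Tween-20, then compound added for 30 min. AlphaScreen streptavidin donor/nickel chelate acceptor beads (10 ug/mL final), 30 min dark, luminescence read.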
# USP1-UAF1 inh: blocks the human USP1/UAF1 deubiquitinase complex; O94782; recombinant USP1/UAF1, Ub-Rhodamine cleavage fluorescence; Potency, µM (highest dose often 57.1 µM), for the others: at the top dose activity change, negative = inhibition, usual class: inhibitors; hit rate 0.23% among 390,000; AID 743255; note: potency is the fitted concentration of half-maximal effect; % is set by controls: 0 for no effect and ±100 for the full control effect; nearly all actives have a fitted effect of over 60% in size; inactives centre near -12
#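 In this screen, compounds sit with the deubiquitinase complex (1nM) for 15 min at room temperature before Ub-Rho is added at 150nM final. Fluorescence rise is then followed for 6 reads every 60 seconds.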
# The depositor's hits bear a star; i = inactive; ? = inconclusive; · = no result given; & = joins results of further samples; [ ] = another dose, or the depositor's remark. Unless noted, calls come from the whole dose curve; as a rule, active = well fitted curve in the direction sought with a large enough effect; inconclusive = small, poorly fitted or top-dose-only effect, or another doubt; inactive = no such curve, though single readings can be large; an effect the other way counts as inactive or inconclusive. This is a subset; count on the stated rates, not on these rows.
structure,Tb PGK inh,IDH1 R132H inh,PI4K2A inh,GLS inhibitor,Pin1 inhibitor,TrxR1 substrate,TrxR1 inh,HP1b chromo inh,USP1-UAF1 inh
Cc1cccc(-n2c(C)nc3cc(C(=O)NCCC4=CCCCC4)ccc32)c1,i,-18%,-4,-8%,3%,-2%[57.1 µM],10%[57.1 µM],-16%,-10%
COC(=O)C1=C(C)N(C)C(C)=C(C(=O)OC)C1c1cccc(Br)c1,-5%,-2%,-4,11%,-1%,10%[57.1 µM],15%[57.1 µM],59%[activator],-20%
CCN1/C(=C/c2ccc3ccc(C)cc3[n+]2CC)Sc2ccccc21,-4%,-3%,-6,3%,43%[activator],7%,16%,-35%,-9%
O=C(CC1C(=O)NCCN1C(=O)Nc1ccc(F)cc1)Nc1ccc(F)cc1 (configuration not stated),-5%,-1%,0,0%,-1%,9%[57.1 µM],2%[57.1 µM],23%,4%
Cc1nc(Sc2ccc(Br)cc2)c(C#N)c(C)c1[N+](=O)[O-],0%,-1%,2,-3%,-6%,8%[57.1 µM],-5%[57.1 µM],-17%,7%
Cc1c(-c2ccc(Br)cc2)[n+](=O)c2c(n1[O-])CCCC2,-2%,3%,3,10%,-4%,-8%,5%,21%,-17%
CC1CCN(S(=O)(=O)c2ccc3[nH]c(=O)[nH]c3c2)CC1,-3%,3%,6,4%,0%,3%,6%,-23%,-5%
O=c1cc(O)c2c(=O)n(-c3ccccc3)c3c(c2o1)CCCCC3,-1%,4%,5,4%,11%,-5%,5%,33%,-7%
CCC(C)Sc1ccc(-c2nc3cc(C)ccn3c2NC2CCCCC2)cc1 (configuration not stated),2%,-3%,-5&1,-9%&-8%,48%[activator],40%[activator],-10%,27%,-1%
COc1ccc(OC)c(C2C(C#N)=C(N)Oc3cc(N)ccc32)c1 (configuration not stated),-2%,-5%,3,10%,-20%,-4%,-5%,-14%,-18%

# Results in PI4K2A inh, for some of the entries so far:
SMILES	PI4K2A inh
O=c1cc(O)c2c(=O)n(-c3ccccc3)c3c(c2o1)CCCCC3	5
CCC(C)Sc1ccc(-c2nc3cc(C)ccn3c2NC2CCCCC2)cc1 (configuration not stated)	-5&1
COc1ccc(OC)c(C2C(C#N)=C(N)Oc3cc(N)ccc32)c1 (configuration not stated)	3

# The list continues:
structure,Tb PGK inh,IDH1 R132H inh,PI4K2A inh,GLS inhibitor,Pin1 inhibitor,TrxR1 substrate,TrxR1 inh,HP1b chromo inh,USP1-UAF1 inh
Cc1nn(C)cc1S(=O)(=O)Nc1ccc(F)c(F)c1,-6%,-10%,-3,-4%,0%,-9%,-2%,26%,-14%
CC(C)OC(=O)CC(NC(=O)OC(C)(C)C)c1ccccc1 (configuration not stated),-6%,22%,-1,0%,-1%,1%,6%,53%[activator],?
COc1ccccc1-c1coc2c(CN3CCCC(C)C3)c(O)ccc2c1=O (configuration not stated),-3%,7%,-5,4%,0%,342%[activator],-7%,15%,-6%
CC1CCN(S(=O)(=O)c2ccc3c(c2)C(Cl)(Cl)C(=O)N3)CC1,-10%,-13%,?,-26%,·,·,·,·,?
CCOC(=O)[C@@H]1[C@H]2COc3cc(OC)ccc3[C@@H]2N2C(=O)N(c3cccc(C)c3)C(=O)[C@]12C,-6%,22%,-3,3%,-2%,5%,15%,34%,-11%
COc1cccc(-c2nc(CSCC(=O)NCCc3ccc(Cl)cc3)c(C)o2)c1,0%,-2%,0,0%,?,-11%,-3%,26%,-6%
CN(Cc1cccs1)C(=O)c1cc(S(=O)(=O)N2CCOCC2)ccc1F,1%,4%,0,4%,-2%,7%,17%,27%,-19%
CNC(=O)c1cc2c(cn1)[nH]c1ccccc12,i,17%,-2&-1,-6%,3%,88%[activator][57.1 µM],8%[57.1 µM],53%[activator],-19%
Cc1ccc2nc(N(CCCN(C)C)C(=O)c3ccc(S(=O)(=O)N4CCCCCC4)cc3)sc2c1,i,0%,-3,-8%,-4%,-1%,12%,-4%,-22%
Cc1cc(C)c(NC(=O)COc2nncc3ccccc23)c(C)c1,5%,7%,1,-2%,6%,-3%,8%,24%,-13%

# Compound profiles (already shown). Values in the order: Tb PGK inh, IDH1 R132H inh, PI4K2A inh, GLS inhibitor, Pin1 inhibitor, TrxR1 substrate, TrxR1 inh, HP1b chromo inh, USP1-UAF1 inh
# Cc1nc(Sc2ccc(Br)cc2)c(C#N)c(C)c1[N+](=O)[O-] across the screens: 0%, -1%, 2, -3%, -6%, 8%[57.1 µM], -5%[57.1 µM], -17%, 7%
# O=c1cc(O)c2c(=O)n(-c3ccccc3)c3c(c2o1)CCCCC3 across the screens: -1%, 4%, 5, 4%, 11%, -5%, 5%, 33%, -7%
# Cc1ccc2nc(N(CCCN(C)C)C(=O)c3ccc(S(=O)(=O)N4CCCCCC4)cc3)sc2c1 across the screens: i, 0%, -3, -8%, -4%, -1%, 12%, -4%, -22%

# Going on with the list.
# Screens in order: Tb PGK inh	IDH1 R132H inh	PI4K2A inh	GLS inhibitor	Pin1 inhibitor	TrxR1 substrate	TrxR1 inh	HP1b chromo inh	USP1-UAF1 inh
O=C(Nc1cccc(C(=O)N2CCOCC2)c1)c1ncn[nH]1
→ -3%	-1%	-1	-8%	5%	9%	14%	8%	-1%
CC(=O)Nc1cccc(OCCCOc2ccc([N+](=O)[O-])cc2)c1
→ -6%	4%	0	-12%	-2%	-3%[57.1 µM]	4%[57.1 µM]	55%[activator]	-20%
CCS(=O)(=O)Nc1ccc(-c2cn3c(C)csc3n2)cc1
→ -5%	-13%	0	-1%	2%	5%[57.1 µM]	11%[57.1 µM]	22%[57 µM]	-21%
Cc1cccc(C(=O)NC(NCCc2ccccc2)C(Cl)(Cl)Cl)c1 (configuration not stated)
→ -2%	-1%	-3	2%	?	-4%[57.1 µM]	6%[57.1 µM]	96%[activator]	-1%
CCCCCCN1C[C@@H](O)[C@H](n2cc(C3CC3)nn2)C[C@@H]1c1ccc(C)cc1
→ -7%	5%	0	-10%	·	·	·	·	-31%
O=C1OCC/C1=C\c1ccc(O)cc1
→ -7%	-2%	1	12%	-7%	-3%	4%	40%[activator]	-21%
O=C(O)c1cc(S(=O)(=O)N2CCCc3ccccc32)ccc1Cl
→ -7%	4%	-2	-1%	-4%	-2%	7%	52%[activator]	-21%
Cc1cc(NC(=O)CCC(=O)N(CC(=O)NCC2CCCO2)c2ccccc2C)no1 (configuration not stated)
→ -2%	1%	-1	3%	-1%	1%	-10%	17%	-2%
Cn1ncc(C#N)c1/N=C/N1CCCCCC1
→ -4%	6%	1	1%	-1%	-6%	-3%	32%	-8%
O=c1[nH]cnc2c1sc1nc(-c3ccccc3)c3c(c12)CCCC3
→ -1%	7%	-1	4%	-3%	2%	1%	31%	-18%
O=C(CN1C(=O)NC2(CCCCCCC2)C1=O)Nc1ccc(OC(F)F)cc1
→ -5%	1%	3	-14%	-2%	-13%	-8%	34%	-16%
CCN(c1ccccc1)S(=O)(=O)c1ccc2c(c1)CC(C)N2C(=O)C1CC1 (configuration not stated)
→ -4%	-1%	0	-2%	-2%	-7%	20%	27%	-8%
Cc1cc2nc(/C=C/c3cccnc3)[nH]c2cc1C
→ 1%	6%	0	0%	2%	777%[activator]	32%	49%[activator]	-18%
COc1ccc(/C=C2\SC(=O)NC2=S)cc1OC
→ 4%	-15%	-6	?	?	-3%[57.1 µM]	?	?	-21%
Cc1nn(S(=O)(=O)c2ccc(Cl)cc2)c(C)c1S(=O)(=O)N1CCOCC1
→ -4%	-2%	-1	6%	-6%	-5%	8%	7%	-3%
NC(=O)COC(=O)CC1CC2CCC1C2 (configuration not stated)
→ -10%	-4%	-2	7%	-3%	-3%[57.1 µM]	1%[57.1 µM]	-15%	-15%
COc1cc2[nH]c(=O)n(Cc3ccccc3Cl)c(=O)c2cc1OC
→ i	4%	-4	-19%	12%	-4%	2%	0%	-8%
COc1ccc(/C=N\NC(=O)C2CCCC2)cc1Br
→ -9%	-10%	0	0%	-5%	1%	31%	26%	-21%
O=[N+]([O-])c1cc(-c2nc(-c3ccncc3)no2)cc([N+](=O)[O-])c1
→ 11%	7%	2	6%	8%	7%	-19%	1%	1%
COc1ccc(C(=O)NNC(=S)NC(=O)c2ccco2)cc1
→ -1%	0%	-5	22%	?	-15%	-32%	36%	-8%
Cc1cc(SCC(=O)N(C)c2c(N)n(Cc3ccccc3)c(=O)[nH]c2=O)nc2ccccc12
→ i	4%	-6	-6%	12%	-2%	-14%	52%[activator]	-21%
Cc1ccsc1/C=N/NC(=S)NCCc1ccccc1
→ 1%	3%	2	-25%	-1%	4%[57.1 µM]	4%[57.1 µM]	14%	-20%

# High-throughput results from PubChem.
